M1 PAM parental: counter-screen for M1 PAMs: effect in parental CHO-K1 cells; ATP EC20, Fluo-8 calcium fluorescence; 0% at ATP EC20, 100% at ATP max; activation, % at 3 µM; 0.02% of 360,000 active; AID 602247;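 active = activation above the run cutoff, the mean activation of all test compounds plus 3 SD, cut at about 40% in these data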;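 note: peak over basal fluorescence ratio in a 140 s read after ATP addition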
CHO parental Ca: counter-screen: ATP calcium response change in parental CHO cells; parental CHO-K1, ATP-induced calcium, Fluo-8 fluorescence; inhibition, % at 5.6 µM; 0.63% of 330,000 active;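 active = inhibition above that plate's mean sample inhibition plus 3 SD, cut at about 26% in these data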;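 note: 0% = ATP-challenged DMSO wells and 100% = DMSO wells without ATP; some compounds past the cut are filed as inactive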
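material = parental CHO cells | also added = ATP as calcium-mobilizing challenge | dosing = single point at 5.6 µM | detection = intracellular calcium via Fluo-8 no-wash fluorescent dye | read-out = % inhibition | benchmarks = low control ATP plus DMSO, high control DMSO only | repeats = one well per compound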
CHO-K1 Ca antag: nonselective inhibitor or artifact in parental CHO-K1 cells | inhibition, % at 3 µM | 0.6% of 360,000 active | AID 602250 | ATP-induced calcium, Fluo-8 fluorescence;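 active = inhibition above a per-plate cutoff, the plate's mean sample inhibition plus 3 SD, cut at about 24% in these data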;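 note: 0% = DMSO plus EC80 ATP and 100% = DMSO alone without ATP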
OXTR potentiate: potentiates the human oxytocin receptor response; P30559; CHO-OTR cells, Fluo-8 calcium fluorescence, potentiator mode; 0% = oxytocin EC15, 100% = EC100; activation, % at 3 µM; 0.061% of 320,000 active;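 active = activation above that plate's cutoff, the mean activation of tested compounds plus 3 SD, cut at about 6.6% in these data, passing the limit was not always enough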;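 note: 100% uses oxytocin at 75 nM as the full agonist control; some results filed as inactive read as strong as hits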
Target sequence (P30559 whole entry, looked up): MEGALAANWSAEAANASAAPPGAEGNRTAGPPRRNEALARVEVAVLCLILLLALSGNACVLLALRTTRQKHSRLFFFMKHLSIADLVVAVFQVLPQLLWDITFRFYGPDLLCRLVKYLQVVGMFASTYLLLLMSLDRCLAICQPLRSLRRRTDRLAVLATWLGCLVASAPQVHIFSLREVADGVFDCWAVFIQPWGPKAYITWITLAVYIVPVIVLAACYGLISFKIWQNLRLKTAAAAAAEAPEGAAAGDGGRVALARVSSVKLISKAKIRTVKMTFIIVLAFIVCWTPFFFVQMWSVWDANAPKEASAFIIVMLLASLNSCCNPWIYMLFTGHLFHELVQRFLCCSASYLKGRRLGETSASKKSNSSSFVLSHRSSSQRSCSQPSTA
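System: human OTR in CHO cells / Also added: sub-maximal oxytocin, roughly EC15 / Control set: EC15 oxytocin low, 75 nM oxytocin high / Schedule: 6 min compound pre-incubation at room temperature, 100 s kinetic read / Compound: single-point 3.0 µM / Replication: singlicate / Technique: Fluo-8 calcium dye fluorescence / Read-out basis: % activation of max/min ratio relative to oxytocin controls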
TAAR1 agonist: agonists of human TAAR1 | 0.99% of 360,000 active | AID 624467 | CHO RD-HGA16 TAAR1, Fluo-8 calcium fluorescence; vehicle wells 0%, saturating PEA agonist 100% | Q96RJ0 | activation, % at 3 µM;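 active = activation above the mean activation of all test compounds in the run plus 3 SD, cut at about 38% in these data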
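Benchmarks: low control DMSO, high control PEA (EC100); System: CHO RD-HGA16 cells carrying human TAAR1 plus Gα16; Detection: Fluo-8 fluorescence, 5 s baseline then 140 s kinetic read; Schedule: 17-24 h plating, Fluo-8 75 min 37 °C, 30 min RT; Read-out basis: % activation from peak over basal fluorescence ratio, DMSO-to-PEA scaled.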
M1 antag: human CHRM1 antagonism. AID 588852. P11229. CHO-K1 hM1, Fluo-8 calcium fluorescence, ACh EC80 antagonist. 1.3% of 360,000 active. inhibition, % at 3 µM;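 active = percent inhibition above its own plate's cutoff, namely the mean of that plate's compound wells plus 3 SD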;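 note: peak over basal fluorescence ratio during 140 s after agonist addition; 0% = ACh EC80 plus DMSO and 100% = DMSO alone without agonist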
Target sequence (P11229 whole entry, looked up): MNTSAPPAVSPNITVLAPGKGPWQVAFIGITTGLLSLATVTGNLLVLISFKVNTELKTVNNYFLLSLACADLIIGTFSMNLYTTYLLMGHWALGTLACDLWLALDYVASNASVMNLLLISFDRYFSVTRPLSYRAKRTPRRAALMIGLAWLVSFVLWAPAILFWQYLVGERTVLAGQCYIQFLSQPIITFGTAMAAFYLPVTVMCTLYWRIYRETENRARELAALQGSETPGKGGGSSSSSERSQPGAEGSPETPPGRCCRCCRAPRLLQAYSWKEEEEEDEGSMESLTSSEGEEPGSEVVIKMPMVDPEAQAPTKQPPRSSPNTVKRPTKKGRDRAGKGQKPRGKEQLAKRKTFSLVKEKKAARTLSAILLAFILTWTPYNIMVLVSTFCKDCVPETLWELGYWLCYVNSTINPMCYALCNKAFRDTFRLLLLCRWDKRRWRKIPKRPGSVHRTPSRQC
M1 ag: activates human CHRM1 receptor | P11229 | CHO-K1 hM1, Fluo-8 calcium fluorescence, agonist mode; 0% DMSO, 100% acetylcholine EC100 | activation, % at 3 µM | 0.33% of 360,000 active | AID 588814;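 active = activation above the run's mean compound activation plus 3 SD, cut at about 16% in these data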;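 note: peak over basal fluorescence ratio within a 140 s kinetic read after compound addition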
M1 ag parental: counter-screen for M1 agonists: effect in parental CHO-K1 cells. Fluo-8 calcium fluorescence; scaled to maximal ATP response, vehicle zero. activation, % at 3 µM. 0.48% of 360,000 active; in the data active = activation above about 15%;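 note: untransfected CHO-K1 host cells lacking M1 receptor as counterscreen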
TAAR1 antagonist: antagonists of human TAAR1; 1.5% of 360,000 active; inhibition, % at 3 µM; CHO RD-HGA16 TAAR1, Fluo-8 calcium fluorescence, antagonist; Q96RJ0; AID 624466;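 active = inhibition above a per-plate cutoff, the mean inhibition of test compounds on that plate plus 3 SD, cut at about 49% in these data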;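 note: 0% = DMSO plus EC80 beta-PEA response and 100% = DMSO alone without agonist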
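Test system: CHO RD-HGA16 cells bearing hTAAR1 | Reagent: β-PEA, EC80 | Compound dosing: 3 µM, single point | Schedule: Dye loading 75 min at 37 °C, then 30 min room temperature | Signal: Calcium fluorescence with Fluo-8 | Evaluation: Percent inhibition of PEA-evoked calcium signal, max/basal emission ratio | Control set: DMSO-only wells and EC80 β-PEA-stimulated wells | Repeats: Singlicate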
The depositor's hits bear a star; nt = not tested or not shown.

SMILES	M1 PAM parental	CHO parental Ca	CHO-K1 Ca antag	OXTR potentiate	TAAR1 agonist	M1 antag	M1 ag	M1 ag parental	TAAR1 antagonist
CCn1c2ccccc2c2cc(NC(=O)COC(=O)c3ccccc3O)ccc21	3	-11	7	-10	8	-1	-5	0.0	-22
COc1ccc(S(=O)(=O)N2CCOC2CNC(=O)C(=O)NCc2ccco2)cc1C (stereo not given)	28	-25	-13	-1	1	-13	-5	1.3	0
C=CCn1c(SCc2nc3ccccc3[nH]2)nnc1-c1ccccn1	14	-20	-10	-6	7	-8	-5	1.2	5
CS(=O)(=O)N1CCCC(C(=O)Nc2c(F)cccc2F)C1 (stereo not given)	-14	-3	12	-2	9	-9	-3	0.1	5
COc1ccc(C2SCC(=O)N2c2ccc(OC)cc2)cc1 (stereo not given)	-18	-20	2	0	8	-4	-3	0.2	-2
O=C(CSc1nnc2ccccn12)N1CCOCC1	10	-3	-5	7	nt	1	-5	-0.1	nt
Cc1ccc(C(=O)NNC(=O)c2ccccc2)cc1S(=O)(=O)N1CCCCC1	12	-17	-13	3	11	-8	-2	0.6	-11
C=CC[C@@H](CC(=O)OC(C)(C)C)C(=O)OC[C@H]1CCCN1C(=O)[C@@H](CC=C)CC(=O)N(CCO)Cc1ccccc1	-16	-18	4	0	5	1	7	0.0	21
CCc1nc2ccc(C(=O)N3CCCC(C(N)=O)C3)cn2c1N(C)Cc1ccc(OC)cc1 (stereo not given)	2	nt	3	nt	2	39*	-10	0.2	-21
CCN(CCO)Cc1csc2ccccc12	10	-8	-4	-1	4	-7	-1	0.0	-5
CCCCNC(=O)c1ccccc1SCC(=O)NC1CCCCCCC1	7	-23	-24	-5	-1	-3	-8	1.1	17
N#Cc1ccc(S(=O)(=O)N2CCC(C(=O)Nc3cccc(C(=O)NC4CC4)c3)CC2)cc1	1	-18	-10	-2	2	-4	-4	3.8	12
O=C(C[C@@H]1C[C@@H]2c3cc(NC(=O)C4CCC4)ccc3O[C@@H]2[C@@H](CO)O1)NCc1ccc(Cl)cc1	-9	nt	1	nt	0	-8	-2	0.1	-10
CC(C)CCNC1=CC(=O)CC(c2ccccc2)C1 (stereo not given)	4	-9	-10	-7	0	1	-7	0.5	-7
O=C1N(Cc2ccc(F)cc2Cl)c2ccccc2C12OCCCO2	-2	-26	-15	-2	20	-14	-1	-0.8	7
COc1ccc(C(=O)N2CCN(c3nc4cc(C)cc(C)c4cc3C#N)CC2)cc1	6	nt	-11	nt	1	11	-8	1.2	31
COc1ccc(CC(=O)OCC(=O)Nc2cc(Cl)ccc2C)cc1	10	-10	-11	-5	-2	-17	-1	-0.5	16
NC(=S)N=Nc1c(O)n(Cc2ccc(F)cc2)c2ccccc12	15	-3	-7	0	7	-2	9	1.1	32
Cc1ccc(O)c(CCc2ccc(O)cc2)n1	15	-4	7	-1	5	3	-6	0.0	3
COc1ccc2cc(CN(CC3CCCO3)C(=O)Nc3ccccc3OC)c(=O)[nH]c2c1 (stereo not given)	8	-24	-15	-1	5	8	-4	1.1	11
Cn1c(CCc2nc3ccccc3[nH]2)nnc1SCC#N	-8	-4	9	1	4	1	0	-0.5	4
CC(C)NC(=O)NC(=O)COC(=O)c1cc(S(=O)(=O)N2CCCCC2)ccc1N1CCOCC1	-9	-12	7	-2	-1	-9	-2	0.5	-1
Cc1nc(/N=C(\N)N(C)C)[nH]c(=O)c1C	-7	-5	-11	-3	1	-8	0	1.4	-2
CCn1c(SCc2cccnc2)nnc1-c1c[nH]c2ccccc12	13	-7	-3	-1	3	-5	2	1.4	1
Cc1cc(C)n(CC(=O)N2CCc3ccccc32)c(=O)c1C#N	3	-3	-14	4	5	2	-6	0.8	-16
O=C(c1ccccc1)[C@@H]1[C@@H](C(=O)c2ccc(F)cc2)[C@@]2(C(=O)Nc3ccccc32)[C@H]2c3ccccc3C=CN12	3	-23	4	-7	0	2	-4	2.6	15
COc1ccc(CN2CCN(Cc3ccc(Br)cc3)CC2)c(OC)c1OC	14	-33	-14	-14	7	5	-9	2.8	-8
CCOc1ncccc1C(=O)Nc1cc(S(=O)(=O)N(CC)CC)ccc1N1CCOCC1	7	-14	-10	-5	7	5	4	0.0	-22
O=C(OC1CCOC1=O)c1cccc(S(=O)(=O)Nc2cccc(Cl)c2)c1 (stereo not given)	10	-4	1	-6	4	-5	-2	2.2	-14
Cc1cnc(NC(=O)c2cccs2)s1	3	13	-3	-9	-2	7	2	-0.7	-5
N/C(=N\OC(=O)C12CC3CC(CC(C3)C1)C2)c1ccccn1	0	-3	-2	-3	28	-4	0	0.8	-5
Cc1ccc(-n2c(C)nc3ccsc3c2=O)cc1	-22	-4	10	-3	1	-4	-1	-0.2	-35
C=CCNC(=S)N1CCc2c([nH]c3ccccc23)C1C (stereo not given)	-5	7	-11	-2	5	-2	-7	4.7	-3
Cc1ccc(NC(=O)c2ccc(COc3ccccc3)o2)nc1	0	-10	-6	-9	-1	-15	-3	0.8	-5
COc1ccc(NC(=O)c2sc3nc(N4CCOCC4)c4c(c3c2N)CC(C)(C)OC4)cc1	-21	-10	12	1	-1	-4	-4	0.0	-14
O=C(O)CC(Cc1ccc(Cl)cc1)C(=O)NCc1ccccc1 (stereo not given)	-5	-6	1	-8	6	2	-5	-0.1	-17
COc1ccccc1/C=C(/C(=O)OCC(=O)Nc1cc(C)ccc1C)c1ccccc1	11	2	-13	-15	3	-3	-6	0.0	5
Cn1c(NCC(O)c2ccccc2)nc2c1c(=O)n(Cc1ccc(Cl)cc1)c(=O)n2C (stereo not given)	-4	-15	7	-9	29	-25	1	1.4	28
CC(NC(=O)COc1ccccc1)C(c1cccs1)N1CCCC1 (stereo not given)	15	-11	-18	-3	1	-10	-8	0.6	-10
CCCn1ncc([C@@H]2C[C@H]3CN(Cc4cccc(Cl)c4)C(=O)[C@]34CCCN24)c1C	8	-20	-9	-3	1	-3	-14	1.2	4
CCn1ncc(CNC(=O)C2(C)CC2(Cl)Cl)c1C (stereo not given)	-5	-1	11	5	2	14	-4	0.1	-11
CC12CN3CC(C)(CN(C1)C3c1ccc3c(c1)OCO3)C2 (stereo not given)	27	10	-17	-8	3	-1	-10	1.2	-8
OCC1(CCOc2ccccc2)CCN(CC2=Cc3cc(Cl)ccc3OC2)CC1	10	1	-1	-7	9	39*	3	3.1	16
O=C(c1cc2ccccc2cc1O)N1CCN(c2ccccc2O)CC1	-4	-4	-2	-11	7	0	-1	2.2	1
O=C(CSCc1ccc(F)cc1)NCc1ccc2c(c1)OCO2	11	-12	0	-4	14	-7	-5	0.1	18
CCOc1ccccc1NC(=O)COC(=O)C1CCC(=O)N1 (stereo not given)	3	2	-7	-4	0	-23	0	-0.3	-7
N#Cc1ccc(OCC(=O)OCCCOC(=O)COc2ccc(C#N)cc2)cc1	7	23	1	-13	5	-11	2	9.5	5
O=C(CSc1nc(C(F)(F)F)cc(=O)[nH]1)Nc1nccs1	1	-4	3	-4	2	-10	-2	-0.3	-5
Cc1[nH]n(-c2ccccc2)c(=O)c1N=Nc1c(Cl)cccc1Cl	9	3	-5	-2	nt	-6	-2	0.2	nt
CCOc1cc(C(=O)OCC(=O)Nc2cc(C)on2)cc(OCC)c1OCC	5	6	-9	1	0	-4	-5	0.1	18
CCN(c1ccccc1)S(=O)(=O)c1ccc2c(c1)N(C(C)=O)CCO2	-2	-8	-13	-6	0	-3	-3	2.2	3
CC1=NN(c2ccc(C(=O)OC(C)C)cc2)C(=O)/C1=C\C=C\c1ccco1	17	-17	-2	0	-1	-8	-3	0.1	17
CCCCNC(=O)CCC(=O)Nc1ncc(-c2ccc(C)cc2)n1C	1	1	9	-3	9	-14	-6	-0.3	-4
C=CCn1c(SCC(N)=O)nc2sc3c(c2c1=O)CCC3	-14	-17	0	-13	-1	-3	-9	-0.3	-1
Cc1nc(SCc2ccc(C(=O)O)cc2)c2c(C)c(C)sc2n1	15	-9	-6	0	-3	2	-4	0.3	-5
CCOC(=O)c1c(NC(=O)c2cccnc2Cl)sc(C(=O)N(C)C)c1C	19	-12	-10	-9	6	2	0	2.6	-5
CCC1=NN2C(=N)/C(=C/c3c(C)nn(-c4ccccc4)c3Cl)C(=O)N=C2S1	6	-9	11	-10	9	3	-11	-0.1	13
COc1ccc(CCN(C)CCc2ccc(OC)c(OC)c2)cc1OC	-9	-10	-1	1	2	-15	-5	-0.3	-15
Cc1ccc(OCC(=O)Nc2sc3c(c2C#N)CCC3)cc1C	10	-4	-8	-14	8	-2	-2	0.1	42
COc1cc(C=O)ccc1OS(=O)(=O)c1ccc(NC(C)=O)cc1	-2	1	-8	-5	2	-1	1	1.6	8

Single records (already shown):
Listed for `OCC1(CCOc2ccccc2)CCN(CC2=Cc3cc(Cl)ccc3OC2)CC1` → M1 PAM parental: 10; CHO parental Ca: 1; CHO-K1 Ca antag: -1; OXTR potentiate: -7; TAAR1 agonist: 9; M1 antag: 39*; M1 ag: 3; M1 ag parental: 3.1; TAAR1 antagonist: 16
Listed for `CC1=NN(c2ccc(C(=O)OC(C)C)cc2)C(=O)/C1=C\C=C\c1ccco1` → M1 PAM parental: 17; CHO parental Ca: -17; CHO-K1 Ca antag: -2; OXTR potentiate: 0; TAAR1 agonist: -1; M1 antag: -8; M1 ag: -3; M1 ag parental: 0.1; TAAR1 antagonist: 17

(continued)
SMILES	M1 PAM parental	CHO parental Ca	CHO-K1 Ca antag	OXTR potentiate	TAAR1 agonist	M1 antag	M1 ag	M1 ag parental	TAAR1 antagonist
CC(=O)C1C(c2ccc([N+](=O)[O-])cc2)C2C(C)=NN=C2CC1(C)O (stereo not given)	12	-6	0	-7	6	-10	-5	-0.2	-24
COc1ccc(-c2nc(CSCC(=O)N3CCN(C)CC3)c(C)o2)cc1OC	17	-10	-11	-6	2	-20	-10	0.0	-12
CC(=O)C1=C(O)C(=O)N(c2ccccn2)C1c1ccccc1[N+](=O)[O-] (stereo not given)	10	2	3	-1	3	-1	-4	-0.5	-2
Cc1cc(C)c2c(=O)n3c(nc2c1)C(C)NC(=O)c1cccnc1-3 (stereo not given)	23	nt	-13	nt	-1	-13	-5	0.6	-3
CCOc1ccc(NC(=S)NC(C)CCc2ccccc2)cc1 (stereo not given)	0	-21	-2	-6	12	-2	-8	0.2	-9
CCC1(CC)NC(=O)N(CC(=O)OCC(=O)Nc2sccc2C#N)C1=O	13	-10	-5	-1	0	-7	-5	0.2	16

Bioassay records: PubChem BioAssay, The Scripps Research Institute Molecular Screening Center
